# Screens from PubChem.
# OX1R antag-1 = OX1R (HCRTR1) antagonists, primary screen, fluorescence, CHO/OX1R cells, Fluo-8 calcium, orexin A; Orexin/Hypocretin receptor type 1 (Homo sapiens), O43613; Fluo-8 calcium fluorescence; inhibition, % at 5 µM; AID 434989, 2010; actives 0.43% (n = 330,000);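 active = inhibition above its plate's threshold, mean inhibition of all tested compounds on the plate plus 3 SD, cut at about 37% in these data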;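 note: 0% = orexin A challenge wells and 100% = SB-334867-A antagonist wells; not every result past the cut was called active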
# Target sequence (O43613 whole entry, looked up): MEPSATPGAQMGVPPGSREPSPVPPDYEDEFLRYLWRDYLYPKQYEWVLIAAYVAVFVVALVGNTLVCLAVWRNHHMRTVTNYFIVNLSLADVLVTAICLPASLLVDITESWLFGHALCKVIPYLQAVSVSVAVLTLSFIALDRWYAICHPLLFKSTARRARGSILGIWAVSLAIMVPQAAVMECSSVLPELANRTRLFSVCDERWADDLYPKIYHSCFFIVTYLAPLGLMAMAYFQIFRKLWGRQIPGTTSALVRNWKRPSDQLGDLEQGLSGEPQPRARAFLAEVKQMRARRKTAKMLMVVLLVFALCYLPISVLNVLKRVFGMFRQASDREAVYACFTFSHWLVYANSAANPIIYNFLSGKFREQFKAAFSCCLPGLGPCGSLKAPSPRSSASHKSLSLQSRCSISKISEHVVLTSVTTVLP
# OX1R antag-2 = antagonists of human orexin 1 receptor (OX1R) | Orexin/Hypocretin receptor type 1 (Homo sapiens), O43613 | OX1R-expressing cells, FRET antagonist read-out | inhibition, % at 6.6 µM | actives 1.8% (n = 330,000) | AID 485270, 2010; in the data active = inhibition mostly above about 38%, no sharp cut-off; inactive = mostly below about 40%;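 note: 0% = agonist challenge alone and 100% = reference antagonist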
# Active calls of the source: *.
compound | OX1R antag-1 | OX1R antag-2
O=C(Nc1cc(F)ccc1F)C1CCCN(c2ncnc3c2nc2n3CCCCC2)C1 (centres undefined) | -16 | 31
COc1ccc2c(c1)CCc1c-2nc2ccccc2c1N1CCOCC1 | -21 | 27
CC1=C(C)[N+](=O)C2(O)CCCCC2(C)N1[O-] (centres undefined) | -10 | 41
CN1CCC/C1=C1/C(=O)N(c2ccccc2)N=C1NC(=O)Nc1cccc(Cl)c1 | -1 | 10
O=C(O)c1c(N2CCCCC2)ccc([N+](=O)[O-])c1N1CCCCC1 | -3 | 23
COc1ccc(C(=O)CC(=O)C(=O)Nc2ccccc2OC)cc1 | -4 | -5
COCc1cc(C)n(CC(=O)Nc2ccc(Cl)cc2Cl)c(=O)c1C#N | -12 | -1
O=C(O)C1CC=CCC1C(=O)c1ccccc1 (centres undefined) | -4 | 3
CC(C(=O)NC1CCCC1)N(Cc1ccc2c(c1)OCO2)C(=O)c1snc(C(N)=O)c1N (centres undefined) | -16 | 4
O=C(O)Cn1cc2c(n1)CCCCC2 | -4 | 13
CN(C)S(=O)(=O)c1cccc(NC(=S)N/N=C/c2cccc(O)c2)c1 | -1 | 11
O=C(O)c1sccc1NC(=O)c1c(Cl)cccc1Cl | -16 | 14
COc1ccccc1C(=O)N/C(=C\c1cn(C)c2ccccc12)C(=O)NCCCn1ccnc1 | -16 | 4
Cc1nc(S/C(=C/c2ccc(-c3cccc(Cl)c3)o2)C(=O)O)n[nH]1 | -4 | 0
COc1ccc(OC)c(/C=N/NC2=NS(=O)(=O)c3ccccc32)c1 | -6 | -2
CCN(CC)S(=O)(=O)c1ccc2oc(C(=O)NCc3ccc(F)cc3)c(C)c2c1 | 25 | 13
COc1ccccc1CC(=O)Nc1cccc2ccccc12 | -17 | 7
O=C(NC(=S)N1CCCC1)c1ccccc1F | 3 | 0
CSCCC(NS(=O)(=O)c1ccc2c(c1)OCCO2)C(=O)NCCc1ccccn1 (centres undefined) | -29 | 12
CN(Cc1ccccc1)C(=O)CCS(=O)(=O)c1ccc2c(c1)n(C)c(=O)c(=O)n2C | -13 | 5
Cc1ccccc1CCN1CCCC(CN(C)C(=O)C(=O)c2ccco2)C1 (centres undefined) | -25 | -5
COc1ccc(CNC(=O)CN(c2cc(C)cc(C)c2)S(=O)(=O)c2c(C)noc2C)cc1 | -21 | 20
O=C1C2C3c4ccccc4C(c4ccccc43)C2C(=O)N1/N=C/c1cccc(O)c1 (centres undefined) | -25 | 2
COc1ccccc1C(=O)NC(C)c1ccccc1 (centres undefined) | -8 | 11
Cc1cc(/C=N/NC(N)=S)c(C)n1-c1ccc(Cl)c(Cl)c1 | 3 | 2

# Brought forward from above: 5 entries, followed by the next part.
compound | OX1R antag-1 | OX1R antag-2
Cc1ccccc1CCN1CCCC(CN(C)C(=O)C(=O)c2ccco2)C1 (centres undefined) | -25 | -5
COc1ccc(CNC(=O)CN(c2cc(C)cc(C)c2)S(=O)(=O)c2c(C)noc2C)cc1 | -21 | 20
O=C1C2C3c4ccccc4C(c4ccccc43)C2C(=O)N1/N=C/c1cccc(O)c1 (centres undefined) | -25 | 2
COc1ccccc1C(=O)NC(C)c1ccccc1 (centres undefined) | -8 | 11
Cc1cc(/C=N/NC(N)=S)c(C)n1-c1ccc(Cl)c(Cl)c1 | 3 | 2
COc1ccc2c(Cl)c(C(=O)N/N=C3\CCCC(=O)C3)sc2c1 | 3 | 14
CCOC(=O)N1CCN(C(=O)c2cn(C)c3ccc(S(=O)(=O)N4CCC(C)CC4)cc3c2=O)CC1 | -17 | 10
Cc1ccoc1C(=O)N1CCCCC1C(=O)O (centres undefined) | -21 | 23
CCC(=O)Nc1ccc(C2=Nn3c(nnc3C(C)C)SC2)cc1 | 2 | -7
COC(=O)C1=C(C)N(Cc2ccc3c(c2)OCO3)C(=O)C1 | -14 | -4
FC(F)Oc1ccccc1/C=N/n1cnc2ccccc21 | -21 | 11
O=C(Cc1c(F)cccc1Cl)Nc1ccccc1C(=O)N1CCOCC1 | -13 | 17
O=C(NCCc1ccccn1)c1cccc(S(=O)(=O)N2CCc3ccccc32)c1 | -28 | 16
O=C(O)c1ccc(NC(=S)NC(=O)c2ccc3ccccc3c2)cc1 | -4 | -9
COc1ccc(C2C(C#N)=C(N)OC3=C2C(=O)CCC3)cc1Cn1cc([N+](=O)[O-])cn1 (centres undefined) | -6 | 18
Cc1ccc(NC(=O)Cc2nnc(SCC(=O)Nc3nncs3)n2C)c(C)c1 | -5 | 6
C=CC[C@]12CC=CC(=O)[C@@]1(O)O[C@H](c1ccc(OC)c(OC)c1)[C@H]2C | -9 | 25
Cc1cc(C)c(NC(=O)CNC(=O)c2ccccc2OCc2c(C)noc2C)c(C)c1 | -26 | 21
Cc1nn(-c2ccc(C(=O)O)cc2)c(=O)c2ccccc12 | -11 | 11
O=C(CCc1nnc(Cc2c[nH]c3ccccc23)o1)NCC1CC12CCCCC2 (centres undefined) | -24 | 5
CCOc1ccccc1/C=c1\sc2ncnn2c1=O | -4 | 8
Cc1onc(-c2ccccc2)c1C(=O)Nc1ccc(OC(C)C)cc1 | -14 | 6
O=C(c1ccccc1)c1cc(-c2ccccn2)c(N2CCOCC2)s1 | -12 | 13
O=C(/C=N/O)NCCCn1ccnc1 | 1 | -11
Cc1nc2ccc(S(=O)(=O)NCC(=O)N(C)Cc3ccco3)cc2s1 | -14 | 24
Cc1ccc(O)c(CO)n1 | 2 | 10
Cc1ccc(C)n1NC(=O)c1ccccc1 | -44 | 18
COc1cc(/C=C/C(=O)O)ccc1OS(=O)(=O)c1ccc(C)cc1 | -9 | 21
CN1C(C(=O)Nc2ccccn2)=C(O)c2sccc2S1(=O)=O | -7 | 6
Cc1ccc(NC(=O)c2ccc(NC3=NC4CS(=O)(=O)CC4S3)cc2)cc1 (centres undefined) | 5 | 0

# Random excerpt: 3 entries already listed, in no set order.
compound | OX1R antag-1 | OX1R antag-2
Cc1ccoc1C(=O)N1CCCCC1C(=O)O (centres undefined) | -21 | 23
COc1cc(/C=C/C(=O)O)ccc1OS(=O)(=O)c1ccc(C)cc1 | -9 | 21
CCOC(=O)N1CCN(C(=O)c2cn(C)c3ccc(S(=O)(=O)N4CCC(C)CC4)cc3c2=O)CC1 | -17 | 10

# (more compounds)
compound | OX1R antag-1 | OX1R antag-2
CC(C)(C)N1[C@@H](CC(=O)O)c2cc(C(F)(F)F)ccc2S1(=O)=O | -3 | 11
Cc1occc1C(=O)OCC(=O)Nc1ccc(F)cc1 | -20 | 16
Cc1ccc(-c2ccc(/C=N/N3C(=O)C4C5C=CC(C6CC56)C4C3=O)o2)c([N+](=O)[O-])c1 (centres undefined) | -11 | 39
Cc1ccccc1C(=O)Oc1ccc2ccc(O)cc2c1 | 16 | 19
CCCNC(C)C(=O)Nc1ccccc1C (centres undefined) | -4 | 8
Nn1c(SCC(=O)Nc2ccc3c(c2)CCC3)nnc1C1CC1 | -15 | 10
CCN(C(=O)CSc1nnc(Nc2ccccc2C)s1)C1CCS(=O)(=O)C1 (centres undefined) | -16 | 2
CC1=CCC(C(=O)O)C(C(=O)Nc2ccc(-c3nc4ccc(C)cc4s3)cc2)C1 (centres undefined) | -11 | 25
CCCc1nn(C)c(C(=O)Nc2ccccc2)c1Cl | -10 | 27
Cc1ccc(Cl)cc1NC(=O)CC1NCCNC1=O (centres undefined) | -6 | 11
O=C(NC1CCCCC1)C(c1ccco1)N(CCc1ccccc1)C(=O)C(F)(F)F (centres undefined) | -37 | 25
COc1ccc(OCC(=O)Nc2nc3ccccc3[nH]2)cc1 | -32 | 14
COc1cc(-c2cc(C(=O)NN3CCN(C)CC3)c3ccccc3n2)cc(OC)c1OC | -19 | 10
O=C(CCC1CCCCC1)Nc1ccc(C(=O)c2ccncc2)cc1 | -4 | 39
O=C(Nc1ccc2c(c1)OCO2)C1CCCN1C(=O)NCc1ccccc1 (centres undefined) | -7 | 18
Cc1ccc(-n2ncc3c(=O)n(CC(=O)NCc4ccco4)cnc32)cc1 | -24 | 32
N#CC(C(=O)Nc1ccccc1)=C1Nc2ccccc2N1 | -11 | 10
O=C(Cc1ccc([N+](=O)[O-])cc1)N/N=C/c1ccco1 | -20 | 33
O=C(Cn1cnc2ccccc2c1=O)OCCCCN1C(=O)c2ccccc2C1=O | -32 | 13
CC1CCN(CCCNC(=O)CCNC(=O)Cn2cnc3ccccc3c2=O)CC1 | -13 | 2
O=C(CSc1cccs1)NCCc1ccccc1 | -19 | 31
O=C(NCCc1ccccc1)C1CCN(C2CCN(C(=O)CC3=CCCCC3)CC2)CC1 | -33 | 11
Cc1c(C2(c3c(C)n(C)n(-c4ccccc4)c3=O)C(=O)Nc3ccc(F)cc32)c(=O)n(-c2ccccc2)n1C | 17 | 24
CCc1cc(=S)n2c([nH]c3ccccc32)c1C#N | -20 | 21
CN(CC(=O)Nc1cccc(F)c1)C(=O)c1ccc(N2CCCC2)c([N+](=O)[O-])c1 | -24 | 25

# Sorted by molecular weight (falling): some entries from above
compound | OX1R antag-1 | OX1R antag-2
COc1cc(-c2cc(C(=O)NN3CCN(C)CC3)c3ccccc3n2)cc(OC)c1OC | -19 | 10
CCN(C(=O)CSc1nnc(Nc2ccccc2C)s1)C1CCS(=O)(=O)C1 (centres undefined) | -16 | 2
O=C(NC1CCCCC1)C(c1ccco1)N(CCc1ccccc1)C(=O)C(F)(F)F (centres undefined) | -37 | 25
COc1ccc(OCC(=O)Nc2nc3ccccc3[nH]2)cc1 | -32 | 14

# Continuation:
compound | OX1R antag-1 | OX1R antag-2
Cc1cccc(N2C(=O)CC(N3CCN(C(=O)c4ccccc4)CC3)C2=O)c1 (centres undefined) | -4 | 5
CCOc1cc(C2C3=C(CCCC3=O)N(CCC(=O)O)C3=C2C(=O)CCC3)ccc1OS(=O)(=O)c1ccc(C)cc1 | -27 | 29
Cc1ccc(N(CC(=O)NCC2CCCO2)S(=O)(=O)c2ccc(Cl)cc2)cc1C (centres undefined) | -38 | 12
CCOC(=O)CSc1nnc([C@H](Cc2ccccc2)NC(=O)OC(C)(C)C)o1 | -17 | 22
Cc1ccccc1C1NS(=O)(=O)N=C1N (centres undefined) | 0 | 12
COC(=O)CCSCC(=O)Nc1ccc(C)c(S(=O)(=O)N2CCCCC2)c1 | -27 | 13
COc1ccccc1N1CCN(/N=C/c2cc(OC)c(OC(C)=O)c(OC)c2)CC1 | -11 | 3
OCCNCCCCSc1ccc(Cl)cc1 | -2 | 2
O=C(CSc1ncccn1)Nc1ccc(Cl)c(S(=O)(=O)N2CCOCC2)c1 | -17 | 5
Cc1nn(-c2ccccc2)c(C)c1/C=N/n1c(-c2ccccc2Br)n[nH]c1=S | -7 | 8
O=C(N/N=C/c1cn(-c2ccccc2)nc1-c1cc2ccccc2o1)c1c[nH]c2ccccc12 | -15 | 13
Cn1cnc2cc(NC(=O)COc3ccccc3)ccc21 | -5 | 11
CC(CCc1ccccc1)NC(=O)COC(=O)c1cccc2ccccc12 (centres undefined) | -23 | 9
CCOc1ccc(CCNC(=O)c2nn(C)c3c2CS(=O)(=O)c2ccccc2-3)cc1OCC | 0 | 32
Cc1nnc(NC(=O)CSc2nnc(Cc3cccn3C)n2-c2ccccc2)s1 | -8 | 2
CC1CCc2c(sc3ncn(CCO)c(=O)c23)C1 (centres undefined) | -10 | 18
O=C(NCC1CCCO1)c1ccc(S(=O)(=O)N2CCC(c3nc4ccc(Cl)cc4[nH]3)CC2)cc1 (centres undefined) | -21 | -7
CCSCCC(NC1=CC(=O)CC(C)(C)C1)C(=O)O (centres undefined) | 3 | 2
Cc1c2c(nc3nnnn13)CCCC2 | 7 | 12
CCC1(C)CC(C(N)=S)CCO1 (centres undefined) | 5 | 14
O=C(CSCc1ccc([N+](=O)[O-])cc1)Nc1ccc(S(=O)(=O)N2CCCCCC2)cc1 | 7 | 30
CCn1cc(S(=O)(=O)c2ccccc2)c(=O)c2cc(F)c(N3CCN(C)CC3)cc21 | 6 | 16
COc1ccccc1C(=O)N/C(=C/c1ccc2c(c1)OCO2)C(=O)Nc1cccc(C(=O)O)c1 | -4 | 41
Cc1ccc(C)c(N2CCN(C(=O)c3ccc(Cn4c(=S)[nH]c5ccc(N6CCOCC6)cc5c4=O)cc3)CC2)c1 | -20 | 28
COc1ccccc1C1CC(c2c(-c3ccccc3)c3cc(Cl)ccc3[nH]c2=O)=NN1S(C)(=O)=O (centres undefined) | -31 | 16
Cc1ccc(NC2CC(=O)N(Cc3ccccc3)C2=O)cc1 (centres undefined) | -10 | 18
CCOc1ccc(S(=O)(=O)N2CCCCC2)cc1NC(=O)CN1C(=O)NC(C)(c2ccccc2)C1=O (centres undefined) | -3 | 9
Cn1c(=O)c2cn(-c3ccc4c(c3)OCCO4)cc2n(C)c1=O | -15 | 13
O=C(COC(=O)c1ccc(S(=O)(=O)NCc2ccco2)cc1)NCc1ccc(F)cc1 | -5 | 16
N#Cc1c(-c2ccccc2)nc(SCc2nc(N)nc(N3CCCCC3)n2)[nH]c1=O | -25 | 8
O=C(N/N=C/c1c[nH]c2ccccc12)c1cc(-c2ccccc2)n[nH]1 | -4 | 9
CC/C(C)=N\Nc1nc(-c2cc3cc(OC)ccc3oc2=O)cs1 | -9 | 9
N#Cc1cc(-c2ccccc2)cnc1Sc1ccccc1 | -16 | 14
COc1ccc(CCN=C(N)NS(=O)(=O)c2ccc(OC)cc2)cc1 | -16 | 1
COc1cccc(C2CCCCN(C)C2=O)c1 (centres undefined) | -8 | 4
O=c1c(C=Nc2cccc(C(F)(F)F)c2)c[nH]n1-c1cccc(Cl)n1 | -4 | 8
CC(=O)NS(=O)(=O)c1ccc(NC(=O)/C=C/c2cn(-c3ccccc3)nc2-c2ccccc2)cc1 | -10 | 17
COCCCn1c(SCC(=O)c2ccccc2)nc2ccccc2c1=O | -28 | 3

# Part of the list above, with values under each structure.
# Each structure is followed by: OX1R antag-1, OX1R antag-2
Cn1c(=O)c2cn(-c3ccc4c(c3)OCCO4)cc2n(C)c1=O
 : -15, 13
O=C(COC(=O)c1ccc(S(=O)(=O)NCc2ccco2)cc1)NCc1ccc(F)cc1
 : -5, 16
